Screens (PubChem BioAssay)
mcGAS MS inh = blocks mouse cGAS cGAMP production | AID 1259397 | actives 0.18% (n = 130,000) | inhibition, % at 12.5 µM | Q8C6L5 | recombinant mouse cGAS, cGAMP by RapidFire MS;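 active = inhibition of cGAS enzyme activity at or above 60%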;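 note: enzyme stimulated by 45 bp dsDNA with ATP and GTP substrates; cGAMP share of summed cGAMP plus half ATP and half GTP signals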
Target sequence (Q8C6L5 whole entry, looked up): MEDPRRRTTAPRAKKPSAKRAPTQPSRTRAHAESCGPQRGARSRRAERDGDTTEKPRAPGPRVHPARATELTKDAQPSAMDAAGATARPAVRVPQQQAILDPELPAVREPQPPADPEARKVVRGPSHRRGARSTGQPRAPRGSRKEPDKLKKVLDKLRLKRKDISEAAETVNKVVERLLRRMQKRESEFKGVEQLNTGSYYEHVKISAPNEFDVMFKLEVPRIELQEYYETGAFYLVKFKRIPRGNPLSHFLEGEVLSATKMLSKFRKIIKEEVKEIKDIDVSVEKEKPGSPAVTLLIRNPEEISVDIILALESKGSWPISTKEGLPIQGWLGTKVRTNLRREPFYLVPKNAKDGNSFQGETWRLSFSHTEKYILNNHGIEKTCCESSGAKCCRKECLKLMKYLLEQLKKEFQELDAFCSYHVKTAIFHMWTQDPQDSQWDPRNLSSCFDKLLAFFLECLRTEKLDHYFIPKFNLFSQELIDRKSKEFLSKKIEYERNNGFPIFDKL
* hit, by the source's call; & = joins results of further samples.

SMILES	mcGAS MS inh
COc1ccccc1NC(=O)c1cc(NCc2ccccc2)ccn1	2
CCC(=O)N1CCN=C1SCc1ccc([N+](=O)[O-])cc1	-3
Cn1nnc2c(N3CCN(C(=O)C4CCCCC4)CC3)ncnc21	1
O=C(COc1ccc(F)cc1Cl)Nc1cccc2nsnc12	-9
COc1ccc(S(=O)(=O)NCC2CCCN(C(=O)c3ccccc3N(C)C)C2)cc1 (stereo unspecified)	-3
Cc1cc(C(=O)O)cc(S(=O)(=O)NNC(=O)C(C)C)c1Cl	3
O=C1CC(NS(=O)(=O)N2CCCCC2)CN1CCCc1ccccc1 (stereo unspecified)	-6
COc1ccc(C(=O)NCCn2cc(SCC(=O)Nc3cccc(C)c3)c3ccccc32)cc1	-6
Cc1ccc(P(=Nc2c(Cl)cccc2Cl)(N2CCCC2)N2CCCC2)o1	-7
Cc1nonc1C1CCCN1C(=O)CC1c2ccccc2CCc2ccccc21 (stereo unspecified)	0
CC(=O)Nc1cccc(C(=O)N(C)Cc2sccc2C)c1	-22
COc1ccc2c(c1)CCCN2C(=O)C1CCN(S(=O)(=O)c2ccc(C)c(C)c2)CC1	2
CCC(Cn1cnc(-c2ccccc2)c1-c1cnn(CC)c1)N1CCN(C)CC1 (stereo unspecified)	-21
CNC(=O)NC(=O)CCSc1ccc(F)c(Cl)c1	-1
COC(=O)c1sc(NC(=O)C=Cc2cccs2)nc1C	-7
CCN(Cc1noc(C)n1)C(=O)CC1C(=O)NCCN1CC1CCCCC1 (stereo unspecified)	-2
N#Cc1ccc(C=C2N=C(c3ccccc3)OC2=O)cc1	-2
CCC(C(=O)NCc1ccc(F)cc1C(F)(F)F)N(CC)CC (stereo unspecified)	-45
COc1ccc(C=NO)cc1OCc1ccccc1	-4
O=c1cc(CN2CCCc3c(F)cccc32)occ1O	-3
N#CC(C#N)C(=N)C(C#N)Cc1ccc(Cl)cc1 (stereo unspecified)	-8&2
CCC(CNC1CSCCSC1)N1CCOCC1 (stereo unspecified)	-20
CC(C)(C)c1csc(CN2CCCC2CCCO)n1 (stereo unspecified)	-10
Cc1cc2occ(CC(=O)N3Cc4ccccc4CC3C(N)=O)c2cc1C (stereo unspecified)	-1
CCCCCn1c(=O)c2c(nc3n2CCN3c2ccccc2)n(C)c1=O	-5
O=C(c1ccc(OC2CCN(Cc3ccc(F)cc3Cl)CC2)cc1)N1CCCC1	2
Cc1ccc(-c2csc3nc(SC(C)C(=O)N4CCNC4=O)n(C)c(=O)c23)cc1C (stereo unspecified)	3
CSc1ccc(C=CC(=O)c2ccc3c(c2)NC(=O)CO3)cc1	8
Cc1nccn1CCCC(=O)N1C[C@@H]2[C@@H]3CC[C@@H](C3)[C@@H]2C1	-25
COCCCNCc1csc(COc2ccccc2C(C)C)n1	-7
CC(C)(C)c1ccc(C2SCC(=O)N2c2cccc(F)c2)cc1 (stereo unspecified)	-10
CCNC(=O)N1CCc2ccc(NC(=O)c3ccc(Cl)o3)cc21	-13
O=C(CN1CCN(C(=O)c2cccs2)CC1)Nc1cc(Cl)ccc1F	-32
CCCCCn1c(Br)nc2c1c(=O)n(C)c(=O)n2C	-2
COc1ccccc1OCC1CN(C(=O)C(C)Oc2ccccc2Cl)CCO1 (stereo unspecified)	-6
Cc1nc(CN(C)C2CCN(c3cccc(C)c3C)CC2)no1	4
Cc1ccc(F)c(S(=O)(=O)N2CCC(O)(C(=O)O)CC2)c1	8
CCN(C(C)COC)S(=O)(=O)c1ccc(N2CCCC2=O)cc1C (stereo unspecified)	-14
COC(=O)c1cccc(N=C2N=C(N)c3ccccc32)c1	-14
Cc1ccc(C2CC(=O)C(C=NCCN3CCN(C(=O)C(C)C)CC3)=C(O)C2)cc1 (stereo unspecified)	-6
Cc1ccc(N2CC(C(=O)Nc3cc(-c4cccs4)nn3-c3nc(C)cc(=O)[nH]3)CC2=O)cc1 (stereo unspecified)	-3
Cc1cc(=O)[nH]c(-n2nc(C)c(CCC(=O)NCc3cc(-c4ccccc4)on3)c2C)n1	-4
NC(=O)c1c(NC(=O)CSc2nnc(NC3CC3)s2)sc2c1CCCC2	-3
CN(Cc1ccccc1)c1nc2nonc2nc1N1CCCC(CN2CCCC2=O)C1 (stereo unspecified)	-6
COc1ccc2ccccc2c1-c1nc2c([nH]1)c(C)nn2C	-17
C=CCN1CC(C(=O)NCCC2=CCCCC2)CC1=O (stereo unspecified)	-9
CC12CCC(C(=O)N3CCCC3)(CC1=O)C2(C)C (stereo unspecified)	-6
O=C(c1ccnnc1)N1CCn2nc(C(=O)N3CCCC3)cc2C1	-4

7 compounds drawn at random from the list so far:
SMILES	mcGAS MS inh
Cc1ccc(F)c(S(=O)(=O)N2CCC(O)(C(=O)O)CC2)c1	8
CCN(C(C)COC)S(=O)(=O)c1ccc(N2CCCC2=O)cc1C (stereo unspecified)	-14
NC(=O)c1c(NC(=O)CSc2nnc(NC3CC3)s2)sc2c1CCCC2	-3
Cc1cc(=O)[nH]c(-n2nc(C)c(CCC(=O)NCc3cc(-c4ccccc4)on3)c2C)n1	-4
CN(Cc1ccccc1)c1nc2nonc2nc1N1CCCC(CN2CCCC2=O)C1 (stereo unspecified)	-6
COC(=O)c1cccc(N=C2N=C(N)c3ccccc32)c1	-14
Cc1ccc(C2CC(=O)C(C=NCCN3CCN(C(=O)C(C)C)CC3)=C(O)C2)cc1 (stereo unspecified)	-6

Further entries follow.
SMILES	mcGAS MS inh
CC(Cc1n[nH]c(=S)o1)c1ccccc1 (stereo unspecified)	-7
CC(Cc1ccc(O)c(O)c1)(NN)C(=O)O (stereo unspecified)	-5
CC1(c2cc(C(=O)N3CCC(Oc4ccccn4)CC3)c3ccccc3n2)CC1	3
O=C(O)C1CC2(CCNCC2)CN1Cc1cc(F)ccc1F (stereo unspecified)	-14
c1c(CN2CCC(Cc3noc(C4CC4)n3)CC2)nn2c1CNCCC2	-8
CC(=O)Nc1cccc(-n2c(C)nn(CC(O)c3ccccc3)c2=S)c1 (stereo unspecified)	-2
CC(C)NC(=O)NNC(=O)c1cccn(Cc2cccc(Cl)c2)c1=O	0
CCn1c(O)c(C=C2C=Nc3ccccc32)sc1=S	-6
CN(Cc1ccc(N(C)C)cc1)C(=O)c1cccc(C(N)=O)c1	-1
CCOC(=O)C(C)n1cnc2c(nnn2Cc2ccccc2F)c1=O (stereo unspecified)	6
CC(=O)CC1(O)C(=O)Nc2ccc(I)cc21 (stereo unspecified)	-10
CCN(CC)C(=O)[C@@H]1C[C@H](N)CN1C(=O)c1c(C)nn2c(C)cc(C)nc12	-21

Six compounds already listed, arranged by formula weight, descending:
SMILES	mcGAS MS inh
COc1ccc2c(c1)CCCN2C(=O)C1CCN(S(=O)(=O)c2ccc(C)c(C)c2)CC1	2
CC1(c2cc(C(=O)N3CCC(Oc4ccccn4)CC3)c3ccccc3n2)CC1	3
CCNC(=O)N1CCc2ccc(NC(=O)c3ccc(Cl)o3)cc21	-13
O=C(c1ccnnc1)N1CCn2nc(C(=O)N3CCCC3)cc2C1	-4
CCC(=O)N1CCN=C1SCc1ccc([N+](=O)[O-])cc1	-3
CC(Cc1ccc(O)c(O)c1)(NN)C(=O)O (stereo unspecified)	-5

Remaining list, next part:
SMILES	mcGAS MS inh
COCC(C)Nc1nc(-c2cc(C)sc2C)cs1 (stereo unspecified)	3
CC(CNC(=O)c1cc(Cn2cnc3ccccc32)[nH]n1)N1CCCC1 (stereo unspecified)	1
COCCn1cnnc1CNC(=O)c1cc2ccccc2n1C	-9
COc1ccc(C(=O)NCC(C)c2nc3ccccc3n2C(F)F)cc1 (stereo unspecified)	3
CC1CCN(C(=O)NCCCOC2CCOCC2)C1 (stereo unspecified)	-1
CC/C=C(/C)C(=O)N1CCCN(S(=O)(=O)c2ccccc2)CC1	-3
O=C(OCN1C(=O)c2ccccc2C1=O)c1ccccc1	-1
CS(=O)(=O)NC1CCN(Cc2ncc[nH]2)CC1	0
COc1ccc(C=NNc2nn[nH]n2)cc1OC	-7
CCc1ccc(-c2noc(CSc3nnc(-c4ccc5c(c4)OCO5)o3)n2)cc1	-2
CC(CNC(=O)Cn1cnc2c(cnn2C)c1=O)c1ccccc1 (stereo unspecified)	1
Cn1c(SCc2ccccn2)ncc(C(=O)Nc2ccc(Cl)cc2)c1=O	-3
Cc1ccc(-c2nc(CN3CCCC(O)C3)co2)cc1 (stereo unspecified)	-8&3
O=C(Nc1ccc(-c2noc(-c3ccco3)n2)cc1)c1cccc(Br)c1	-6
NS(=O)(=O)c1ccc2c(c1)CCN2CC(=O)Nc1ccc(Cl)cc1	-1
O=C(CN1CCCCCCC1=O)Nc1c(F)cccc1-n1cccn1	-11
Cc1nnsc1C(=O)N1CCCC(N(C)C)CC1 (stereo unspecified)	-14
COc1ccccc1OC1CN(C2CCN(C(=O)c3ccccc3)CC2)C1	-27
O=S(=O)(Cc1ccccc1)N(CCCCO)C1CC1	-7
O=C(NCc1cccnc1)c1csc(-c2cc3ccccc3[nH]2)n1	-26
CCc1c(-c2ccncc2)nn(C(=O)c2ccccc2C)c1N	-6
COc1ccccc1C1CCCN1C(=O)c1ccc(-n2cnnc2)cc1 (stereo unspecified)	-33
O=C(CSc1nc2ncccc2c(=O)n1-c1ccccc1)Nc1ccccc1	-5
CCCCc1ncc(-c2c(-c3ccccc3)ncn2C2CCNC2)[nH]1 (stereo unspecified)	-10
CC(C)(C)C(=O)C=c1[nH]c(=O)c(=Cc2ccc3c(c2)OCO3)s1	-12
O=C1NCCN2CCN(C(=O)C3CCN(c4ncccn4)CC3)CC12 (stereo unspecified)	-8
Cc1ccc(NC(=O)CC(=O)N2CCCC2c2cc(C(C)C)on2)cc1 (stereo unspecified)	-31
Nc1nc(CCC(=O)N2CCCC(N3CCC(CO)CC3)C2)cs1 (stereo unspecified)	-19
Cc1ccccc1-n1ncc(C(C)NC(=O)CCn2cnnn2)c1C (stereo unspecified)	-10&-6
O=C(CCc1cccc(F)c1)Nc1cnc2n1CCCC2	-13
Cc1noc(C(C)C)c1C(=O)NC1CC1c1cccc(F)c1 (stereo unspecified)	-2
CC(C)c1nc(SCC(=O)N2CCCCC2C)n[nH]1 (stereo unspecified)	-4
COc1ccc(CN2CCNC(=O)C2CC(=O)NCCc2cccnc2)c(OC)c1 (stereo unspecified)	-3
CC(=O)Nc1ccc(SCC(=O)NC(=O)c2ccccc2Br)cc1	1
CC(C)CC1(CNC(=O)CS(=O)(=O)C(C)C)CCCC1	-5
Cc1cccc(COCC2CN(C(=O)C(C)Oc3cccc(Cl)c3)CCO2)c1 (stereo unspecified)	-5

Part of the list above, in markdown.
| SMILES | mcGAS MS inh |
| --- | --- |
| CC(C)CC1(CNC(=O)CS(=O)(=O)C(C)C)CCCC1 | -5 |
| CC(=O)Nc1ccc(SCC(=O)NC(=O)c2ccccc2Br)cc1 | 1 |
| O=C1NCCN2CCN(C(=O)C3CCN(c4ncccn4)CC3)CC12 (stereo unspecified) | -8 |
| Nc1nc(CCC(=O)N2CCCC(N3CCC(CO)CC3)C2)cs1 (stereo unspecified) | -19 |
| O=C(CCc1cccc(F)c1)Nc1cnc2n1CCCC2 | -13 |

Remaining list, next part:
SMILES	mcGAS MS inh
CCOc1ccccc1-n1c(=O)[nH]c2c(C(N)=O)nc(-c3ccccc3)nc21	-7
O[C@@H]1CN(Cc2ccsc2)CC[C@H]1N1CCN(c2ccccc2F)CC1	-7
O=S1(=O)CCN2N=C(SCc3ccccc3)SC2=N1	-10
N#Cc1nc(COc2ccccc2Cl)oc1N1CCCC1	-20
Cc1ccc2c(c1)N(C)C(=O)c1cc(NS(=O)(=O)C(C)C)ccc1O2	2
Nc1ccc(N2CCOCC2)c(S(=O)(=O)Nc2ccc(Cl)cc2)c1	-14
O=C(NCCN1C(=O)SC(=Cc2cccs2)C1=O)c1ccccn1	-4
COC(=O)c1cccc2c1CN(C(=O)CN1C(=O)C3SCCN3C(=O)c3ccccc31)CC2 (stereo unspecified)	-8
CCCCC(=O)Nc1sc2c(c1-c1nc3ccccc3s1)CCN(C(=O)OCC)C2	-2
CC(N)=C1C(=O)OC(C)(C)OC1=O	-11
CC(C)Oc1ccc(NC(=O)Cc2cccs2)cc1Cl	-1
Cc1cc(C)c2c(c1)c(C)cc1n[nH]c(=S)n12	-8
COc1ccc(CCN2CCCC(CN(C)CC=C(C)C)C2)cc1 (stereo unspecified)	-12
CCCCc1ccc(S(=O)(=O)NC(=O)C2(C)CCN2C(=O)CCc2ccccc2)cc1 (stereo unspecified)	-9
CC(=O)Nc1cccc(-n2cnnc2SCC(=O)C(C)(C)C)c1	-6
COc1cc(F)c(C(=O)N2CCOC(Cc3ccccc3)C2)c(F)c1 (stereo unspecified)	-3
CN(C)CC1(O)CCN(C(=O)c2cc(-c3ccc(O)cc3)n[nH]2)C1 (stereo unspecified)	-9
CS(=O)(=O)N1CCc2cc(C(=O)NCc3ccccc3Cl)ccc21	-2
c1csc(-c2nnn(CN3CCC(c4nc5ccccc5s4)CC3)n2)c1	-5
CNS(=O)(=O)c1ccc(N2CCCC(c3noc(C)n3)C2)nc1 (stereo unspecified)	-4
C=C(CC)C(=O)c1ccc(OCC(=O)O)c(Cl)c1Cl	1&40
O=C(NCc1ccccc1)C(C1CCCC1)N1CCN(C(=O)c2ccco2)CC1 (stereo unspecified)	-9
CC(C)=CC(=O)NCc1cccnc1Oc1ccc(C)nc1	-41
Cc1[nH]n(-c2ccccc2)c(=O)c1N=Nc1ccc(C#N)cc1	21
O=c1c(-c2ccccc2)[n+]([O-])c2ccccc2n1OCc1cccc(F)c1	-5
O=S(=O)(c1ccc(Br)s1)N1CCCC(C(F)(F)F)C1 (stereo unspecified)	-6
COc1cccc(C2CN(C(=O)CC(C)(C)C)CC2C(=O)NCc2ccccn2)c1OC (stereo unspecified)	-5
CCOC(=O)c1ccc(NC(=O)NNC(=O)c2ccc(=O)n(Cc3ccc(C)cc3)c2)cc1	-5
COc1ccc(S(=O)(=O)N(C)c2ccc(C)cc2C)cc1C(=O)O	-1

By substructure, the compounds so far with a CF3 group (2)
SMILES	mcGAS MS inh
CCC(C(=O)NCc1ccc(F)cc1C(F)(F)F)N(CC)CC (stereo unspecified)	-45
O=S(=O)(c1ccc(Br)s1)N1CCCC(C(F)(F)F)C1 (stereo unspecified)	-6

Not all compounds are listed, so the mix of outcomes need not match the whole.
